Source: PubChem
FEN1 inhibitor = inhibitors of human flap endonuclease 1 | P39748 | Recombinant FEN1 flap cleavage, fluorescence, 15 min | Potency, µM (highest dose often 114 µM), inactives show top-dose activity change, negative = inhibition, actives largely listed as inhibitors | hit rate 0.35% among 390,000 | AID 588795; note: nearly all actives have a fitted effect of over 65% in size
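FEN1 at 10 nM preincubated with compounds 15 min at room temperature, then flap DNA substrate added at 50 nM final. Signal read at 0 and 15 min; concentration-response fitted with four-parameter Hill equation.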
DT40 TDP1 CPT = DT40-hTDP1 cell growth loss with CPT; hit rate 12% among 420,000; chicken DT40 Tdp1-/-;hTDP1 cells + 20 nM CPT, ATP luminescence, 48 h; AID 686979; Potency, µM (doses to about 46.2 µM), for inactives: at the top dose activity change, negative = growth inhibition, most hits filed as inhibitors; note: nearly all actives have a fitted effect of over 55% in size
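Chicken DT40 Tdp1-/- cells complemented with human TDP1, 400 cells/well, exposed to compounds plus 20 nM camptothecin for at least 48 h at 37 C; viability read as ATP content by CellTiter-Glo luminescence.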
KAT2A inh = inhibitors of human GCN5L2 histone acetyltransferase; GCN5L2 HAT assay, ThioGlo1 CoA-SH fluorescence; hit rate 0.21% among 390,000; Potency, µM (titrated, usually from 58.9 µM), for the others: at the highest dose activity change, negative = inhibition, usual class: inhibitors; Q92830
Target sequence (Q92830 whole entry, looked up): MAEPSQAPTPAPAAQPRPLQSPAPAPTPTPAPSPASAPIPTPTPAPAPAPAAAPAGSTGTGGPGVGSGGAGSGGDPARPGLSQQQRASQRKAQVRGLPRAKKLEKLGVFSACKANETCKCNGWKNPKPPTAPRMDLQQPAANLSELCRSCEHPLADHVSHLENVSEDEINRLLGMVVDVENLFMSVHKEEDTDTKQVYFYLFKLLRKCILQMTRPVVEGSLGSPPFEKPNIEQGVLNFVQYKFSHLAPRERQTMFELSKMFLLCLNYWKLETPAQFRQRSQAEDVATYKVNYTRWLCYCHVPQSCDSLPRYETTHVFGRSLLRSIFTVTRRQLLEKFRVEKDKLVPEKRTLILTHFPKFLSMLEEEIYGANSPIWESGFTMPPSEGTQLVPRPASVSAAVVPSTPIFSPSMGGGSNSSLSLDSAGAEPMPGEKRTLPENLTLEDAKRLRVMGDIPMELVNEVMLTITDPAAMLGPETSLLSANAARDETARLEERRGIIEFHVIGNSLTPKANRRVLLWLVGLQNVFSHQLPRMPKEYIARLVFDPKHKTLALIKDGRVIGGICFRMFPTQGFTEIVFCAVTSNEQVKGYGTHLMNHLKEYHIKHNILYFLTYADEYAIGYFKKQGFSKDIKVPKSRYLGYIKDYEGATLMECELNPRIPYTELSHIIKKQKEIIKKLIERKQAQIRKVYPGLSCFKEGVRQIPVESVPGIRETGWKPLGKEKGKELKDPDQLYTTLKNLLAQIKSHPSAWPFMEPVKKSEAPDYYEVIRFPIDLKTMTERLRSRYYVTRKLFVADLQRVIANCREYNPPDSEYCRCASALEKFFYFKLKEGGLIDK
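Compounds, pin-transferred from DMSO stocks, meet 20nM GCN5L2 for 15 min before the reaction begins with H3(1-25) peptide (75uM) and acetyl-CoA (70uM). Thiol-reactive ThioGlo1 reports CoA release over 20 min at room temperature.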
* = called active by the depositor; ? = inconclusive; . = no result given; & = joins results of further samples; [ ] = remark or other dose. Calls come from the whole dose curve; as a rule, active = well fitted curve in the direction sought with a large enough effect; inconclusive = small, poorly fitted or top-dose-only effect, or another doubt; inactive = no such curve, though single readings can be large; an effect the other way counts as inactive or inconclusive. % is set by controls: 0 for no effect and ±100 for the full control effect; potency is the fitted concentration of half-maximal effect. Some of the compounds tested; count on the stated rates, not on these rows.

SMILES | FEN1 inhibitor | DT40 TDP1 CPT | KAT2A inh
COc1cc(/C=N/n2cnnc2)ccc1OCc1ccccc1 | 8% | 0% | -6%
O=C(C(c1ccccc1)c1ccccc1)N1CCCc2ccccc21 | -17% | ? | -9%
O=C(CSc1nc2ccccc2c(=O)n1Cc1ccccc1)Nc1ccc(Br)cc1C(=O)O | -21% | -24% | ?
Cc1sc2nc(SCC(=O)NCCOCCO)nc(N)c2c1C | -2% | -2% | 4%
Cc1ccc(CC(=O)N2CCC(c3nc4c(nnn4Cc4ccccc4)c(=O)[nH]3)CC2)cc1 | -18% | -2% | -4%
O=C1Cc2ccccc2C(=O)N1c1cccc(Cl)c1 | 11% | -27% | 0%
O=C1NC(=Nc2ccc(F)cc2)SC1Cc1ccc(F)cc1 (stereo not given) | -2% | ? | -4%
c1ccc(CSc2nnc(-c3c[nH]c4ccccc34)o2)cc1 | 1% | -13% | -2%
O=C(O)c1cc2c(N3CCC(Cc4ccccc4)CC3)ncnc2s1 | -6% | 1% | -23%
CCOc1ccc(C(C(=O)NC2CCCC2)N(Cc2ccccc2)C(=O)c2nsc(Cl)c2Cl)cc1 (stereo not given) | 3% | 21µM* | -9%

Random excerpt: five entries already listed
SMILES | FEN1 inhibitor | DT40 TDP1 CPT | KAT2A inh
O=C1NC(=Nc2ccc(F)cc2)SC1Cc1ccc(F)cc1 (stereo not given) | -2% | ? | -4%
c1ccc(CSc2nnc(-c3c[nH]c4ccccc34)o2)cc1 | 1% | -13% | -2%
COc1cc(/C=N/n2cnnc2)ccc1OCc1ccccc1 | 8% | 0% | -6%
O=C(O)c1cc2c(N3CCC(Cc4ccccc4)CC3)ncnc2s1 | -6% | 1% | -23%
O=C(C(c1ccccc1)c1ccccc1)N1CCCc2ccccc21 | -17% | ? | -9%

Additional entries.
SMILES | FEN1 inhibitor | DT40 TDP1 CPT | KAT2A inh
COc1ccc(OCC2CNC(=O)O2)cc1 (stereo not given) | -2% | -14% | -4%
Cc1ccc(C)c(Cn2c(C(C)NC(=O)c3ccc(F)cc3)nc3ccccc32)c1 (stereo not given) | 13% | -3% | -4%
O=C(Nc1c(O)c2ccccc2oc1=O)c1cccc(F)c1 | 1% | 8% | -12%
O=C(NCCC1=CCCCC1)C1CCCN(S(=O)(=O)c2cnc[nH]2)C1 (stereo not given) | -10% | 3% | -5%
Cc1c2cnn(CC(=O)NC3CCCC3)c(=O)c2c(C)n1Cc1ccccc1 | -3% | ? | -5%
CC(CNC(=O)COc1ccc2c(c1)OCO2)c1ccccc1 (stereo not given) | -3% | -16% | 0%
N#Cc1c(-c2ccccc2)cc(-c2ccccc2)[nH]c1=O | 20% | 4% | 1%
Cc1ccc(C)c(NC(=O)COC(=O)c2nn(C)c(=O)c3ccccc23)c1 | -3% | 1% | -5%
O=C(O)Cn1c(C(=O)Nc2nc(-c3ccccc3Cl)cs2)cc2ccccc21 | . | -6% | ?
CN=C(Nc1cc(C)nn1-c1ccccc1)c1ccccc1 | 0% | -22% | -21%
O=C(O)/C=C\C(=O)NNC(=O)c1cc(-c2ccccc2)n[nH]1 | -10% | -11% | -3%
CCCNC(=O)C1(CC2CC(c3ccccc3)=NO2)CCN(C(=O)CCCCCBr)CC1 (stereo not given) | 7% | -7% | .
CCc1cccc(NC(=O)CCSCCC(=O)Nc2cccc(CC)c2)c1 | -19% | 7% | -5%
O=C(Nc1ccc(F)cc1)c1cn(-c2ccccc2)nc1-c1ccncc1 | -23% | ? | -5%
O=C(C1=C(O)C(=O)N(Cc2ccco2)C1c1ccccc1)c1cccs1 (stereo not given) | 12% | -13% | 3%
CCOC(=O)c1c(/N=C/C2=C(O)CCCC2=O)sc(C)c1C | 7% | -12% | 3%
CN(CC(=O)Nc1ccc(F)cc1)C(=O)CSc1nncs1 | 5% | -4% | 0%
COC(=O)COc1cccc(NS(=O)(=O)c2cccc([N+](=O)[O-])c2)c1 | 4% | 1% | -6%
COc1ccccc1NC(=S)N1CCn2cccc2C1c1cccnc1 (stereo not given) | -3% | 5% | 2%
Nc1nc(NCCCN2CCOCC2)nc(Nc2ccccc2F)c1[N+](=O)[O-] | -27% | -11% | -13%
CCCCONc1ncnc2nonc12 | 43%[activator] | -4% | -1%
CCN1CCCC1CNC(=O)Cn1cccc1C(=O)c1ccccc1 (stereo not given) | 1% | -8% | ?
O=C1C(=NO)CCCc2ccccc21 | -10% | 0% | .
COc1ccc(-c2cc(C(F)(F)F)nc(SCc3cccc(C(=O)O)c3)n2)cc1 | -1% | -17% | -6%
CCCNC(=O)CN1CCC(c2nc3ccccc3[nH]2)CC1 | ? | -27% | -3%
CC1(C)CC(=O)C2=C(C1)N1C(=C(C#N)C2c2ccc(Cl)cc2)N=C(N)c2ccccc21 (stereo not given) | ? | ? | -15%
O=C(COc1ccccc1)NS(=O)(=O)c1ccc(Cl)cc1 | -13% | -1% | 0%
CCN(C[C@H]1N[C@@](Cc2ccccc2)(C(=O)OC)[C@H]2C(=O)N(C)C(=O)[C@@H]12)C(=O)Nc1ccc(C(F)(F)F)cc1 | -4% | 16µM* | -2%
CC(Sc1nc2ccccc2c(=O)n1C)C(=O)NC1CCCCC1C (stereo not given) | 11% | 4.1µM* | -4%
C=CCn1c(C)cc(C(=O)CN2C(=O)c3ccccc3C2=O)c1C | -11% | ? | 2%
CC1Cc2cc(-c3csc(NC(=O)CCl)n3)ccc2N1C(=O)C1CC1 (stereo not given) | 15% | -1% | .
Cc1ccc(N2CCN(C(=O)CCc3nc4ccccc4[nH]3)CC2)c(C)c1 | -18% | 18µM* | 2%
O=C(O)CCCNC(=O)/C(=C\c1ccc(Cl)cc1)NC(=O)c1ccc(Br)cc1 | 2% | -25% | -5%
COCCN(CCOC)C(=O)C12CCC(C)(C(=O)C1)C2(C)C (stereo not given) | -2% | 2% | 2%
Cc1ccc(-n2ncc3c(=O)n(CC(=O)N4CCN(C(=O)c5ccco5)CC4)cnc32)cc1 | 1% | -6% | -4%
COc1ccc(-c2ncc3ccccn23)cc1OC | 3% | -15% | 5%
O=S(=O)(O)c1nc2ccccc2n1CCOc1ccccc1 | -11% | 12% | -3%
NC(N)=NC1=NC(=O)/C(=C/c2ccccc2-n2cccn2)S1 | 1% | -12% | -2%
CC1(c2ccccc2)CC(C)(C)N(C(N)=O)c2ccccc21 (stereo not given) | 0% | -28% | -6%
CCOc1ccc(N(CC(=O)NC(C)CC)S(C)(=O)=O)cc1 (stereo not given) | 4% | -11% | -1%

Overlap with the part before: six entries, then new ones.
SMILES | FEN1 inhibitor | DT40 TDP1 CPT | KAT2A inh
Cc1ccc(-n2ncc3c(=O)n(CC(=O)N4CCN(C(=O)c5ccco5)CC4)cnc32)cc1 | 1% | -6% | -4%
COc1ccc(-c2ncc3ccccn23)cc1OC | 3% | -15% | 5%
O=S(=O)(O)c1nc2ccccc2n1CCOc1ccccc1 | -11% | 12% | -3%
NC(N)=NC1=NC(=O)/C(=C/c2ccccc2-n2cccn2)S1 | 1% | -12% | -2%
CC1(c2ccccc2)CC(C)(C)N(C(N)=O)c2ccccc21 (stereo not given) | 0% | -28% | -6%
CCOc1ccc(N(CC(=O)NC(C)CC)S(C)(=O)=O)cc1 (stereo not given) | 4% | -11% | -1%
CCCS(=O)(=O)Nc1ccc(-c2cn3c(n2)SCC3)cc1 | 17% | -1% | -6%
COC(=O)c1ccccc1NC(=O)Cn1c(=O)n(Cc2ccccc2)c(=O)c2c(C)c(C)sc21 | -4% | 2% | -1%
COc1cccc(N(C(=O)CNC(=O)c2ccco2)C(C(=O)NC2CCCC2)c2ccco2)c1 (stereo not given) | -2% | -2% | -1%
COc1ccc(S(=O)(=O)NCCc2cn3cccc(C)c3n2)cc1OC | 1% | -1% | -2%
Cc1ccc(C)c(NC(=O)COC(=O)CNC(=O)c2ccccc2Cl)c1 | -3% | 4% | -6%
COCCOC(=O)C1=C(N)Oc2c(oc(CO)cc2=O)C1c1c(F)cccc1Cl (stereo not given) | -10% | 22% | -3%
COc1ccccc1CNC(=O)c1ccc2ccccc2n1 | -14% | -28% | -4%
Nc1ccc2[nH]c(=S)[nH]c2c1 | -11% | -8% | .
CN(CC(=O)NCc1ccc(Cl)cc1)S(=O)(=O)c1cccc2nsnc12 | 9% | -22% | 0%
O=C(/C=C/c1ccco1)Nc1cccc(NC(=O)/C=C/c2ccco2)n1 | 2% | 23µM* | -23%
NC(=O)[C@@H]1CC2(CC(c3cccc(NC(=O)[C@H]4CCC(=O)N4)c3)=NO2)CN1C(=O)c1ccc(Cl)cc1 (stereo not given in full) | -7% | 2% | -6%
COc1ccc(C2/C=C\CN(CC(C)C)CC(=O)N2Cc2ccc(F)cc2)cc1 (stereo not given) | -21%&-12% | -29% | -16%
COC(=O)Cc1[nH]n(-c2ccccc2)c(=O)c1C(C)=Nc1ccccc1 | 0% | 5% | -5%
COc1ccc(NC(=O)CSc2nc(-c3ccccc3)c3ccccc3n2)cc1 | -9% | -13% | 0%
Fc1ccc(NC(=S)NCc2ccccc2Cl)cc1 | -3% | 0% | -8%
COc1cccc(C(=O)NCCNC(=O)c2ccc(C)nc2)c1 | 0% | 3% | -2%
CC(O)C1CCC2C3CC[C@H]4CC(O)CCC4(C)C3CC3(OCCO3)C12C (stereo not given in full) | -6% | -29% | -3%
O=C1ON(Cc2ccccc2)C(c2ccccc2)N1c1ccccc1 (stereo not given) | 13% | 6% | .
Cc1ccc(NC(=O)C2C(=O)N(C)c3ccccc32)cc1 (stereo not given) | 1% | 2% | -3%
CCOC(=O)c1sc(/N=C/C2=C(O)CC(C)(C)CC2=O)c(C(=O)OCC)c1C | -20% | 2% | -4%
Cc1c(OCC(=O)NCCCN2CCOCC2)ccc2c3c(c(=O)oc12)CCC3 | 18% | -8% | -14%
CC(O)c1nc2ccc(Cc3ccc4nc(C(C)O)[nH]c4c3)cc2[nH]1 (stereo not given) | 1% | -5% | 1%
C=CCc1c(C)nc(C)nc1N/N=C/c1ccccc1 | 9% | ? | -3%
O=[N+]([O-])c1cccc(CSC2=NCCN2S(=O)(=O)c2ccccc2)c1 | -4% | ? | -3%
CC(=O)N(C)C1=C(N2CCOCC2)C(=O)c2ccccc2C1=O | 12% | 0.18µM* | -1%
O=C1NC2(CCOc3ccccc32)C(=O)N1CC(=O)N(Cc1ccccc1)C1CCS(=O)(=O)C1 (stereo not given) | 9% | -12% | 3%
Cc1nc2c(c(-c3ccccc3)c1C#N)C(=O)c1ccccc1-2 | 3% | 5% | -1%
Cc1ccccc1-n1nnnc1Sc1nnnn1-c1ccccc1 | -5% | 12µM* | 2%
CN1CCN(/N=C/c2nc(-c3cccc([N+](=O)[O-])c3)n3ccccc23)CC1 | 10% | -29% | -4%
COc1ccc2[nH]cc(CCNc3ncncc3-c3ccccc3CN(C)C)c2c1 | . | -18% | -8%
